bIAP activator: bovine intestinal alkaline phosphatase activators, primary screen, biochemical, bovine IAP, CDP-star luminescence. alkaline phosphatase, intestinal [Bos taurus]. purified bovine IAP, 30 min; stronger effect = higher value; fold of DMSO-control signal, blank-subtracted. activation factor at 20 µM. 200,000 compounds, 0.17% hits;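 active = activation factor of 2 or more at 20 µM, a signal rise over negative controls twice the positive control's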
PPARg SRC-2 ag: agonists of PPARg-SRC-2 recruitment, primary screen, biochemical, HTS | activation, % at 8 µM | 200,000 compounds, 0.34% hits | Peroxisome proliferator-activated receptor gamma (Homo sapiens), P37231 | AID 1032, 2008 | PPARgamma LBD-SRC-2 recruitment; in the data active = activation above about 22%;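 also: 0% = vehicle and 100% = reference agonist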
ROMK mod: ROMK potassium channel modulators, primary screen, cell-based, thallium flux, MLSMR library; Tet-inducible ROMK, thallium flux fluorescence; actives lie on both sides; B-score at 10 µM; 130,000 compounds, 2% hits; ATP-sensitive inward rectifier potassium channel 1 (Homo sapiens), P48048;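 active = signal ratio slope over the read window, or its plate-corrected B-score, at least 3 SD from the plate mean, either direction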;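 also: B-score of the F/F0 ratio slope over 7 to 12 s after thallium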
PPARg SRC1 recr: PPARgamma agonists recruiting SRC-1 coactivator, primary screen, biochemical; Peroxisome proliferator-activated receptor gamma (Homo sapiens), P37231; PPARgamma-SRC-1 coactivator recruitment biochemical assay; activation, % at 8 µM; 200,000 compounds, 0.41% hits; AID 631, 2007; in the data active = activation above about 19%;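 also: 0% = DMSO and 100% = reference agonist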
TR-FRET SRC-2 ct: TR-FRET signal artefacts, primary screen, artefact control for PPARgamma SRC-2 agonist project, biochemical; 200,000 compounds, 0.4% hits; TR-FRET ratio at 8 µM; TR-FRET artefact counter-screen; stronger effect = higher value; in the data active = TR-FRET ratio above about 2000; also: inactives centre near 1500
TLR4-MyD88 BLA: inhibitors of TLR4-MyD88 association in cells, primary screen, cell-based, HeLa CL3-4, BLA complementation, FRET ratio; HeLa CL3-4 TLR4/MyD88 BLA complementation; Toll-like receptor 4 (Homo sapiens) + Myeloid differentiation primary response protein …; inhibition, % at 8.4 µM; 200,000 compounds, 0.18% hits; in the data active = inhibition above about 25%;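 also: 0% = vehicle and 100% = reference inhibitor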
Target sequence (O00206 whole entry, looked up): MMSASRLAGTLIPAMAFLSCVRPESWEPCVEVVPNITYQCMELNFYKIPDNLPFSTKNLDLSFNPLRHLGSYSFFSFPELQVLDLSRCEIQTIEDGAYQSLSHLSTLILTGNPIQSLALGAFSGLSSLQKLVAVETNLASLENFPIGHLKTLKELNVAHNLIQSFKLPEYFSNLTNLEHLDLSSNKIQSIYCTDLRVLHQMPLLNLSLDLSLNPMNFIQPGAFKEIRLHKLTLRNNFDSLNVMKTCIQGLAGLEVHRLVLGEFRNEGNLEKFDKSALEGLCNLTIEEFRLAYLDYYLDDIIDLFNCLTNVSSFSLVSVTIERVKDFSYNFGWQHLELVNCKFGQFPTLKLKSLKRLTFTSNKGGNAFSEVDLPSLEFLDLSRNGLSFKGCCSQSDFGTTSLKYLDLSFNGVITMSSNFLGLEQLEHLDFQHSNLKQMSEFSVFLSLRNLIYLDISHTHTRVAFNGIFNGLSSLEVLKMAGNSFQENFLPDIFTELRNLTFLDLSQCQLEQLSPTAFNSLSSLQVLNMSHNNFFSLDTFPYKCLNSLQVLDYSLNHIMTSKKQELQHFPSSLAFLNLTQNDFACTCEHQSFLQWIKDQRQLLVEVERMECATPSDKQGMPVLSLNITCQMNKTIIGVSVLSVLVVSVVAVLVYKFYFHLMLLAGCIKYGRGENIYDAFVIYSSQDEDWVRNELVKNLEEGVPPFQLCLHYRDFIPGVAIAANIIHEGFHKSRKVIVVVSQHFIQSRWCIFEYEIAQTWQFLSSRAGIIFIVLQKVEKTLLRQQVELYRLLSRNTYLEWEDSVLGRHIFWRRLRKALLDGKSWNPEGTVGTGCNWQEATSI
Target sequence (Q99836 whole entry, looked up): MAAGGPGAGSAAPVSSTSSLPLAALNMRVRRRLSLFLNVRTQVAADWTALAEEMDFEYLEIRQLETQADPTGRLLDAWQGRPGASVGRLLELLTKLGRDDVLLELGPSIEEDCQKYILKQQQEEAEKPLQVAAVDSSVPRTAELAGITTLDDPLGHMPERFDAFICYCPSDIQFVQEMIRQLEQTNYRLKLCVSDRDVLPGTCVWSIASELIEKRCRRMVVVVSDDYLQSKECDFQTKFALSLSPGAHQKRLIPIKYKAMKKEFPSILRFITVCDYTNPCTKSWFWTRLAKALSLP
PPARg SRC3 recr: PPARgamma agonists recruiting SRC-3 coactivator, primary screen, biochemical; Peroxisome proliferator-activated receptor gamma (Homo sapiens), P37231; biochemical PPARgamma/SRC-3 coactivator recruitment assay; activation, % at 8 µM; 200,000 compounds, 0.26% hits; AID 731, 2007; in the data active = activation above about 23%;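 also: 0% = DMSO and 100% = reference agonist; some compounds past the cut are filed as inactive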
bIAP inh: bovine intestinal alkaline phosphatase inhibitors, primary screen, selectivity assay for TNAP inhibitor project, biochemical, bovine IAP, CDP-star luminescence | alkaline phosphatase, intestinal [Bos taurus] | 190,000 tested, under 10 active | purified bovine IAP, 30 min | inhibition, % at 20 µM;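 active = over 50% inhibition of intestinal alkaline phosphatase at 20 µM in the single-dose screen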
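System: purified bovine intestinal alkaline phosphatase (IAP) enzyme; Input: IAP diluted 1/65,000,000 in the well; Measured by: CDP-star luminescence signal; Compound dosing: 20 µM single dose; Incubation: 30 min reaction at room temperature.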
DTT redox prof: compounds producing H2O2 with reducing agent – biochemical, NIH compound library profiling, artefact control for MLSCN library redox annotation, primary screen. DTT-dependent redox cycling H2O2, phenol red/HRP absorbance; 100% = 100 µM peroxide control, 0% = buffer. activation, % at 10 µM. 200,000 compounds, 0.03% hits;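 active = activation of at least 50% relative to the plate's high and low controls in the primary single-dose screen; inactive = activation below 50%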;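 also: compound incubated with DTT at 0.8 mM final as the reducing agent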
Lmaj promast: Leishmania major promastigote growth inhibition, primary screen; Leishmania major promastigotes, resazurin fluorescence viability; inhibition, % at 10 µM; 200,000 compounds, 9% hits; AID 1063, 2008; in the data active = inhibition above about 50%;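 also: promastigotes grown with compound for 44 hours at 28 °C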
S1P3 antag: S1P3 receptor antagonists, primary screen, cell-based; Sphingosine 1-phosphate receptor 3 (Homo sapiens), Q99500; CHO S1P3 NFAT-BLA reporter, FRET fluorescence, antagonist mode; AID 485, 2006; inhibition, % at 4.98 µM; 170,000 compounds, 0.27% hits;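 active = inhibition above the plate cutoff, the mean inhibition of test wells on that plate plus 3 SD, cut at about 28% in these data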;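 also: cells challenged with S1P at its EC80 of 0.8 µM; blue over green emission ratio from cleaved BLA substrate after 4 h stimulation; 0% = S1P-stimulated wells and 100% = unstimulated DMSO-only wells; some compounds past the cut are filed as inactive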
Active calls of the source: *; . = not tested or not shown. The order is random; overall some 11% were active at least once.

Values run as follows: bIAP activator, PPARg SRC-2 ag, ROMK mod, PPARg SRC1 recr, TR-FRET SRC-2 ct, TLR4-MyD88 BLA, PPARg SRC3 recr, bIAP inh, DTT redox prof, Lmaj promast, S1P3 antag
CCN(CC)CCn1c(NCc2ccc(C)o2)nc2ccccc21
 : 0.9, 1.2, -0.0317, 1.6, 1411, 5.7, 12.5, 8.1, 0.0, 38.1, .
CN(C)CCNCCCOc1ccccc1-c1ccccc1
 : 1, -4.1, -0.216, -5.4, 1457, -0.1, 1.1, 3.6, -0.3, 98.1*, -4.8
N#CC(C(=O)NC1CC1)c1nc2ccccc2nc1N1CCN(C/C=C/c2ccccc2)CC1 (stereo not drawn)
 : 0.9, 2.8, -0.0629, 9.8, 1471, 13.2, -5.2, 7.6, 2.2, -0.2, .
CCc1ccc2[nH]c(=O)c(C(c3nnnn3Cc3ccc(OC)cc3)N3CCOCC3)cc2c1 (stereo not drawn)
 : 1, -3.2, ., 3.4, 1325, 7.2, -3.5, 3.3, 0.8, 4.2, -42.9
O=C(O)c1c(C(=O)N2N=C3/C(=C/c4ccccc4)CCCC3C2c2ccccc2)cccc1[N+](=O)[O-] (stereo not drawn)
 : 0.9, -0.3, 0.618, 2.8, 1494, -9.9, 6.4, 10.6, -0.8, -4.4, -27.2
CC(=O)NC(Cc1ccc(C)cc1)C(=O)NC1CCN(C(=O)c2ccc([N+](=O)[O-])cc2)CC1 (stereo not drawn)
 : 1, -6.7, -0.665, -11.8, 1500, 0.1, -1.6, -2.1, -0.2, 2.7, -3.3
CO/N=C(\c1nonc1N)N1CCN(c2ccc([N+](=O)[O-])cc2Cl)CC1
 : 1, -6.9, 0.112, 1.9, 1454, 6.8, 1.6, 2.5, 3.2, -1.9, .
CCOC(=O)c1c[nH]c2c(Cl)ccc(Cl)c2c1=O
 : 0.7, -6.1, 0.172, 0.6, 1543, 2.7, -4.8, 25.3, 2.0, 34.7, -23.2
CCOc1ccc(-c2cc(C(=O)NN=C3CCN(C)CC3)[nH]n2)cc1
 : 1.3, 4.1, -0.0173, 5.1, 1683, -16.4, 3.5, -28.0, -0.6, -3.0, -16.7
Clc1ccc(-c2nnc3n2CCCC3)cc1
 : 0.9, 2.3, ., 2.0, 1317, 4.6, -1.9, 5.7, 3.3, -4.8, .
CC(C)c1[nH]nc2c1C(c1cccs1)C(C#N)=C(N)O2 (stereo not drawn)
 : 0.8, 4.7, -5.67*, 2.6, 1433, -0.2, -8.1, 15.3, 0.6, 59.5*, .
On1nnc2ccc3ccccc3c21
 : 1.3, 1.1, 1.28, 1.6, 1649, -8.8, -3.2, -29.8, -0.2, -3.6, 11.5
O=C(NCc1ccccc1)c1ccc2nc(-c3ccco3)c(-c3ccco3)nc2c1
 : 0.9, 6.5, 1.03, -0.4, 1292, -3.7, 5.9, 5.6, 1.4, 0.1, .
COC(=O)c1cccc(NC(=O)/C(=C\c2ccccc2)NC(=O)c2ccccc2Cl)c1
 : 0.9, -5.4, ., -2.0, 1622, -6.7, 2.7, 10.0, 2.7, 14.9, .
CC1CCN(C(=O)CSc2ccc(-c3ccccc3)nn2)CC1
 : 1, 2.4, 0.128, 0.1, 1732, -5.4, -1.9, -0.7, -0.2, 44.1, -17.8

(next part)
Values run as follows: bIAP activator, PPARg SRC-2 ag, ROMK mod, PPARg SRC1 recr, TR-FRET SRC-2 ct, TLR4-MyD88 BLA, PPARg SRC3 recr, bIAP inh, DTT redox prof, Lmaj promast, S1P3 antag
COc1ccc(NC(=O)c2ccc(-c3ccc(C)c4ccccc34)o2)cc1
 : 1.1, -1.8, 1.74*, -3.6, 1352, -0.5, -1.7, -7.9, 0.3, 15.7, 6.5
CC1(C)Oc2ccc(C(=O)NN)cc2NC1=O
 : 1.3, 5.7, 0.851, 7.5, 1696, 10.4, 2.9, -27.7, 0.4, -4.4, 3.3
Nn1c(SCc2ccccc2)nc2c(cnn2-c2ccccc2)c1=O
 : 1.1, 7.0, -0.489, 2.1, 1694, 3.8, -2.8, -7.4, 0.4, -2.9, -9.1
CCOC(=O)CSc1nnc([C@H](CC(C)C)NC(=O)OC(C)(C)C)o1
 : 0.7, 3.1, ., -2.5, 1643, 7.7, 9.5, 29.8, 0.8, 11.2, -24.2
CSCCC(C(=O)N1C[C@]2(C)C[C@H]1CC(C)(C)C2)N1C(=O)c2ccccc2C1=O (stereo partly drawn)
 : 1, 10.2, ., 2.6, 1500, 19.2, -12.6, -0.6, 0.8, 5.5, .
CCCCN(C)C(=O)C(Cc1ccccc1)NS(=O)(=O)c1ccc2c(c1)CCC(=O)N2 (stereo not drawn)
 : 0.9, -5.0, ., 0.9, 1515, -5.6, -2.4, 5.5, 0.1, 0.4, -1.3
COc1cc(C(=O)NCc2cn3ccsc3n2)cc(OC)c1OC
 : ., 2.7, -0.0291, 7.4, 1694, -8.5, 20.7, ., -0.4, 1.1, -18.0
CCC(C)NC(=O)C1CCN(S(=O)(=O)N2CCC3(CC2)OCCO3)CC1 (stereo not drawn)
 : 1.1, 4.7, 0.224, 1.9, 1570, -5.0, 2.1, -10.1, -0.4, -1.8, -1.9
COC(=O)CSc1nnc2n1C(C)(C)Cc1ccccc1-2
 : 0.9, 3.5, 0.84, 10.8, 1643, -9.4, -9.9, 6.0, 0.2, -4.9, -15.2
CC(=O)Nc1ccc(S(=O)(=O)Oc2ccc(C=O)cc2)cc1
 : 1, 4.8, ., 2.9, 1571, 0.1, 5.8, 2.1, -0.2, 78.3*, -3.2
CN(C)c1cc[n+](/C(C(=S)Nc2ccc(SC(F)F)cc2)=C(/[O-])c2ccccc2)cc1
 : 0.9, -5.5, 0.12, 5.3, 1442, 9.3, 4.1, 11.3, -0.9, 3.1, -20.6
COc1cccc(CN2CCNC(=O)C2CC(=O)NC2Cc3ccccc3C2)c1 (stereo not drawn)
 : 1, 6.5, ., 6.3, 1444, 3.2, -1.6, -0.6, 0.3, -5.7, -12.3
COc1ccccc1-c1nnc(SCC(=O)NCc2ccco2)n1N
 : 1.1, 11.2, -0.0088, 0.5, 1425, -2.6, 1.0, -7.3, -3.8, -6.8, -9.0
NS(=O)(=O)c1ccc2nc(NC(=O)C3CCCO3)sc2c1 (stereo not drawn)
 : 1.1, -0.2, 0.907, 6.8, 1440, 5.2, -1.3, -8.9, 0.3, 28.2, -6.6
COC(=O)C1=NN(C(=O)c2cccc(Br)c2)C(O)(c2ccc(Cl)cc2)C1 (stereo not drawn)
 : 0.9, 0.8, 0.791, 4.0, 1631, -6.7, 4.9, 12.6, 0.2, -8.3, 0.1

(continued)
Values run as follows: bIAP activator, PPARg SRC-2 ag, ROMK mod, PPARg SRC1 recr, TR-FRET SRC-2 ct, TLR4-MyD88 BLA, PPARg SRC3 recr, bIAP inh, DTT redox prof, Lmaj promast, S1P3 antag
Cc1sc2ncn(CC(=O)NCc3ccccn3)c(=O)c2c1S(=O)(=O)N1CCOCC1
 : 1, -0.8, ., 0.1, 1623, 2.8, 12.1, 2.4, 0.7, -0.3, .
C#CCOCCOCCOCCNc1nc(N2CCN(C(=O)[C@H](C)n3cc(CCCN=C(N)N)nn3)CC2)nc(N2CCN(C(=O)[C@H](Cc3ccc(O)cc3)n3cc(CCO)nn3)CC2)n1
 : 0.7, -0.8, 0.139, 1.3, 1401, -8.7, -6.7, 32.3, 0.3, -0.4, -15.5
Cc1cc(Cl)ccc1OCC(=O)NCCOc1nc(N2CCOCC2)nc(N2CCOCC2)n1
 : 1.1, 5.3, -0.323, 6.0, 1438, 8.7, 6.7, -7.1, -7.9, -3.9, .
CC(C)OC(=O)/C(C#N)=C/c1cn(Cc2ccccc2)c2ccccc12
 : 0.8, 3.0, -0.399, 13.1, 1600, -10.3, 1.4, 23.0, -1.0, -2.1, -14.7
CCOc1ccccc1NC1=C(Cl)C(=O)N(c2ccccc2)C1=O
 : 0.9, 8.0, ., 3.0, 1577, -13.4, 1.0, 5.8, -0.3, -4.5, -3.2
CCC(=O)NC(C)c1nc2ccccc2n1C (stereo not drawn)
 : 1, 4.4, ., 2.6, 1547, 3.5, 2.1, -0.9, -2.0, -4.4, .
Cc1ccc(OCc2nc(C#N)c(NCc3ccc4c(c3)OCO4)o2)cc1
 : 0.3, -7.8, -1.64, -6.5, 1367, 5.5, -13.8, ., 0.4, 97.8*, .
Cc1cc(NCCNC2=CC(=O)CCC2)nc2ccccc12
 : 0.9, 1.2, 0.49, 6.2, 1564, -7.9, 1.7, 5.4, 2.0, 4.7, .
CC(C)NS(=O)(=O)c1ccc(OCC(N)=O)c(Cl)c1
 : 1, 2.6, -0.384, -5.6, 1506, 2.0, -1.9, -0.3, 0.7, -5.0, -1.2
CCCCOc1ccc(C(=O)NCCCC(=O)N2CCCCC2)cc1
 : 1.1, 5.8, ., 2.0, 1579, -8.5, 5.1, -9.2, 1.1, -6.4, 9.3
CS(=O)(=O)N(CC(=O)NCCSCc1ccccc1)c1ccc2c(c1)OCO2
 : 0.9, 10.5, 0.891, 5.2, 1640, 1.7, -2.5, 6.5, -0.4, 15.7, 11.5
COc1ccccc1NC(=S)NCC1CCCO1 (stereo not drawn)
 : 0.8, 10.1, -0.443, -2.4, 1689, -2.5, 2.8, 21.6, -0.3, -1.6, 4.9
O=C(CCCn1c(=O)c2ccccc2n(CC(=O)N2CCN(c3ccccc3)CC2)c1=O)NCc1ccco1
 : 1, 4.5, -0.138, 0.9, 1577, 8.3, 1.0, -1.9, -0.5, 8.5, 0.9
O=C(CC1CC2CCC1C2)OCC(=O)c1c[nH]c2ccccc12 (stereo not drawn)
 : 0.7, 2.4, ., 12.9, 1576, 4.5, 10.8, 26.4, 0.8, 72.1*, .

Assay outcomes as filed in PubChem.
